# Source: PubChem
# PPARg SRC1 recr: PPARgamma agonists recruiting SRC-1 coactivator, primary screen, biochemical. Peroxisome proliferator-activated receptor gamma (Homo sapiens), P37231. PPARgamma-SRC-1 coactivator recruitment biochemical assay. activation, % at 8 µM. 200,000 tested, 0.41% active. AID 631, 2007; in the data active means activation above about 19%;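 further: 0% = DMSO and 100% = reference agonist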
# Target sequence (P37231 whole entry, looked up): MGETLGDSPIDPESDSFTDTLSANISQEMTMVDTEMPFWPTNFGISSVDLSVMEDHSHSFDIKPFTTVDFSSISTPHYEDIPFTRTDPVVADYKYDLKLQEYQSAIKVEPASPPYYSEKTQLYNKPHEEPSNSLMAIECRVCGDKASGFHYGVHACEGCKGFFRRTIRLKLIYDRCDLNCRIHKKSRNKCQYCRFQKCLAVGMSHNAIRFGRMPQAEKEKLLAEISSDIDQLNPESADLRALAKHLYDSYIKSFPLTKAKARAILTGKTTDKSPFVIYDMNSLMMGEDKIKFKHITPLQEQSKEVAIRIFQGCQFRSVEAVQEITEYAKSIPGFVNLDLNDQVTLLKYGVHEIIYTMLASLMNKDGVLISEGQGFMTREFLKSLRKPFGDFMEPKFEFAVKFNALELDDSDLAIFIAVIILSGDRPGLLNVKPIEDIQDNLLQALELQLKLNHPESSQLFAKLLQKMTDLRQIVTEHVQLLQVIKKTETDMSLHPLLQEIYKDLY
# PPARg SRC2 recr: agonists of PPARg-SRC-2 recruitment, primary screen, biochemical, HTS; AID 1032, 2008; 200,000 tested, 0.34% active; Peroxisome proliferator-activated receptor gamma (Homo sapiens), P37231; PPARgamma LBD-SRC-2 recruitment; activation, % at 8 µM; in the data active means activation above about 22%;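 further: 0% = vehicle and 100% = reference agonist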
# TR-FRET SRC-2 ct: TR-FRET signal artefacts, primary screen, artefact control for PPARgamma SRC-2 agonist project, biochemical. TR-FRET artefact counter-screen; active compounds read high. 200,000 tested, 0.4% active. AID 1049, 2008. TR-FRET ratio at 8 µM; in the data active means TR-FRET ratio above about 2000; further: inactives centre near 1500
# STAT3 blocker: IL-6 driven STAT3 reporter inhibitors, primary screen, U3A cells, luciferase, luminescence, MLSCN library | IL-6 STAT3-luciferase reporter; host cell line lacks STAT1 | inhibition, % at 5.5 µM | 190,000 tested, 0.89% active | AID 862, 2007;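 active means inhibition above the mean inhibition across all screened compounds plus 3 SD, cut at about 44% in these data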;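 further: 0% = DMSO only wells and 100% = 100 µM nifuroxazide control wells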
# STAT3 activator: IL-6 driven STAT3 reporter potentiators, primary screen, U3A cells, luciferase, luminescence, MLSCN library; IL-6 STAT3-luciferase reporter; 100% = signal with IL-6 EC80 alone; activation (% of control), % at 5.6 µM; 190,000 tested, 0.91% active; AID 871, 2007;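 active means activation above the screen-wide mean of compound activation plus 3 SD, cut at about 130% in these data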;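 further: 0% = background luminescence of wells with medium and substrate only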
#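 system = STAT3-luciferase reporter U3A cells | reagent = IL-6 stimulus at 33 ng/mL final | timing = 1 h compound pre-exposure, 6 h IL-6 stimulation, 37 °C | measured by = luminescence | evaluation = % activation versus median of IL-6-stimulated wells | control set = IL-6-only wells as 100% reference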
# bIAP act: bovine intestinal alkaline phosphatase activators, primary screen, biochemical, bovine IAP, CDP-star luminescence; alkaline phosphatase, intestinal [Bos taurus]; purified bovine IAP, 30 min; active compounds read high; fold of DMSO-control signal, blank-subtracted; activation factor at 20 µM; 200,000 tested, 0.17% active;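 active means activation factor of 2 or more at 20 µM, a signal rise over negative controls twice the positive control's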
# ROMK mod: ROMK potassium channel modulators, primary screen, cell-based, thallium flux, MLSMR library. 130,000 tested, 2% active. B-score at 10 µM. Tet-inducible ROMK, thallium flux fluorescence; actives lie on both sides. ATP-sensitive inward rectifier potassium channel 1 (Homo sapiens), P48048. AID 1918, 2009;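 active means signal ratio slope over the read window, or its plate-corrected B-score, at least 3 SD from the plate mean, either direction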;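 further: B-score of the F/F0 ratio slope over 7 to 12 s after thallium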
# Target sequence (P48048 whole entry, looked up): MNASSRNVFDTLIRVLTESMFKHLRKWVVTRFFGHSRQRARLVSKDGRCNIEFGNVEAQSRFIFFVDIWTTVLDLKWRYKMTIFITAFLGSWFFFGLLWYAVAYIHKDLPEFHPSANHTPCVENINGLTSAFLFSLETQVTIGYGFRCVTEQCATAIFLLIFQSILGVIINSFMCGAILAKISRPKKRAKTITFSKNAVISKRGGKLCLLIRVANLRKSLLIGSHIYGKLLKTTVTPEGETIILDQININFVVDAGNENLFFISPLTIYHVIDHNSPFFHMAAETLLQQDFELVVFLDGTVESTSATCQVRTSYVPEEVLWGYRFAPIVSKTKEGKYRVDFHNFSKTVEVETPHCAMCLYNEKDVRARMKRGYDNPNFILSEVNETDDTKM
# PPARg SRC-3 ag: PPARgamma agonists recruiting SRC-3 coactivator, primary screen, biochemical | Peroxisome proliferator-activated receptor gamma (Homo sapiens), P37231 | biochemical PPARgamma/SRC-3 coactivator recruitment assay | activation, % at 8 µM | 200,000 tested, 0.26% active | AID 731, 2007; in the data active means activation above about 23%;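 further: 0% = DMSO and 100% = reference agonist; some compounds past the cut are filed as inactive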
# TNAP act hiacc: TNAP activators at high phosphate acceptor level, primary screen, biochemical, luminescence, uHTS; purified TNAP, CDP-star luminescence, 1 M DEA, 30 min; active compounds read high; 0 = EDTA background, 1 = DMSO-only activity; Alkaline phosphatase, tissue-nonspecific isozyme (Homo sapiens), P05186; 200,000 tested, under 10 active; activation factor at 20 µM;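 active means activation factor at least 2 at 20 µM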
#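 Assay system: human TNAP; Input: enzyme diluted 1/800 final; Reagent: CDP-star luminogenic substrate at 100 µM final; Timing: 30 min, room temperature; Signal: luminescence; Evaluation: TNAP activation factor scaled between EDTA and DMSO control wells.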
# STAT1 inh: STAT1 signaling inhibitors, primary screen, cell-based, HTS, luciferase reporter; NIH 3T3 STAT1-luciferase reporter, IFN-gamma, luminescence; inhibition, % at 5.5 µM; 200,000 tested, 0.35% active; AID 920, 2007;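 active means inhibition above a set limit, the mean inhibition across all tested compounds plus 3 SD, cut at about 34% in these data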;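 further: 0% = IFN-gamma with DMSO and 100% = IFN-gamma with 300 µM nifuroxazide; values of inactives mirror those of a sister screen read the other way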
# bIAP inhibitor: bovine intestinal alkaline phosphatase inhibitors, primary screen, selectivity assay for TNAP inhibitor project, biochemical, bovine IAP, CDP-star luminescence; inhibition, % at 20 µM; purified bovine IAP, 30 min; 190,000 tested, under 10 active; alkaline phosphatase, intestinal [Bos taurus];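 active means over 50% inhibition of intestinal alkaline phosphatase at 20 µM in the single-dose screen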
#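 System: Purified bovine intestinal alkaline phosphatase (IAP) enzyme | Input: IAP diluted 1/65,000,000 in the well | Also added: CDP-star chemiluminescent phosphatase substrate, 30 µM final | Dosing: 20 µM single dose | Times: Enzyme reaction for 30 min at room temperature | Detection: Luminescence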
# Starred values were filed as active, the others as inactive; . = no result given.
# Value order – PPARg SRC1 recr	PPARg SRC2 recr	TR-FRET SRC-2 ct	STAT3 blocker	STAT3 activator	bIAP act	ROMK mod	PPARg SRC-3 ag	TNAP act hiacc	STAT1 inh	bIAP inhibitor
1. CCOc1nc(-c2ccncc2)nc2ccccc12
  -7	6	1462	9	94	0.9	-0.83	0	1	2	6
2. O=C(NCc1cccs1)C1CC(=O)N(c2ccc(Cl)cc2)C1 (centres undefined)
  3	2	1414	-9	110	1.1	-0.82	-3	1	-3	-11
3. Cn1c(=O)c(=O)n(C)c2cc(S(=O)(=O)N3CCCCC3)ccc21
  -2	4	1296	7	99	1	.	-5	1	-3	2
4. O=C(Nc1ccc(F)cc1F)c1sccc1SCc1cccc(C(F)(F)F)c1
  10	12	1676	6	98	0.7	.	16	1	4	29
5. C=CCn1c(SCc2ccc(F)cc2)nc2c1c(=O)[nH]c(=O)n2C
  -3	-1	1602	14	96	0.9	.	-1	1	6	5
6. OCCNCCNCc1ccccc1OCc1ccccc1
  15	7	1502	1	100	1.1	-1.1	4	1.1	0	-9
7. CN(Cc1ccccc1)C(=O)c1nc2ccccn2c1CNCCOc1cccnc1
  0	-7	1374	5	99	1.1	0.92	0	1	-3	-9
8. CC(NC(=O)NC1CCCCC1)C(c1cccs1)N1CCOCC1 (centres undefined)
  4	3	1530	0	101	0.9	.	3	1	6	12
9. COc1ccc(S(=O)(=O)N2CCN(Cc3ccc(Cl)cc3)CC2)cc1
  5	-1	1687	-4	107	1	.	-4	1	11	5
10. CC1CCc2sc3c(c2C1)c1ncnn1c(=O)n3CC(=O)c1ccc(Br)cc1 (centres undefined)
  -12	-6	1331	0	103	.	.	7	.	-3	.
11. COc1cccc(N2CCN(c3ccc(N4C(=O)CCC4=O)cc3[N+](=O)[O-])CC2)c1
  0	0	1552	7	96	1	-0.27	1	1	19	-1
12. Cc1cc(NC(=S)NC(=O)c2ccco2)c2ccccc2n1
  1	5	1457	21	86	1	0.84	-2	1	12	-1
13. O=C(Nc1ccccc1)Nc1nnc(CSCc2ccccc2Cl)s1
  4	4	1719	-7	108	0.9	.	-3	1	5	13
14. CCOc1ccc(NC(=O)CSCC(=O)O)cc1
  0	7	1561	0	100	1	1.5	-9	1	7	4
15. O=c1cc(N2CCN(c3ccc(F)cc3)CC2)[nH]c(=O)n1Cc1ccc(F)cc1
  3	-8	1430	20	90	0.9	.	-5	1	7	8
16. CC(=O)c1ccc(NC(=O)C2(S(=O)(=O)c3ccccc3)CC2)cc1
  4	5	1667	2	102	1.1	1.3	3	1.1	-8	-10
17. CCOC(=O)CCc1c(C)n(CC)c2ncnn2c1=O
  3	-4	1415	-10	108	0.9	.	4	1	-8	14
18. C=CCN1C(=O)NC2(O)C(=O)c3ccccc3C12O (centres undefined)
  10	4	1450	6	98	0.9	.	-8	1	1	8
19. CN(Cc1cccs1)C(=O)CCc1c[nH]c2ccccc12
  8	2	1678	30	78	0.9	1.1	0	1	-5	7
20. COCCCNC(=O)c1ccc(Cn2c(=O)c3ccccc3n(Cc3ccccc3C#N)c2=O)cc1
  -3	3	1470	0	105	1.1	2.3	-2	1.1	-2	-9
21. CCC(=O)N(Cc1ccc(S(N)(=O)=O)cc1)C1CC(=O)N(c2ccc(OC)cc2)C1=O (centres undefined)
  4	-4	1529	0	102	1	.	-6	1	-7	4
22. CC(C)c1ccc(C2C3=C(CC(C)(C)CC3=O)NC3=C2C(=O)c2ccccc23)cc1 (centres undefined)
  -1	1	1597	5	100	1	.	-4	1	-5	4
23. O=C(Nc1ccccc1N1CCN(C(=O)c2ccc(Cl)cc2)CC1)c1cc2ccccc2o1
  4	16	1722	-48	147*	1	.	2	1.1	2	4
24. COc1ccc(Nc2cc(C(=O)NCc3cccnc3)c3ccccc3n2)c(OC)c1
  -4	-10	1407	0	108	1.2	-0.6	-1	1.1	-1	-19
25. Cc1cccc(-c2nsc(SCC(=O)NCc3ccco3)n2)c1
  9	5	1606	10	94	0.8	-0.65	-3	1	-6	20
26. Cn1nc(C(F)(F)F)c(/C=N/OC(=O)c2ccccc2)c1Cl
  5	8	1408	-6	114	1	.	4	1	5	-4
27. Cn1c(=O)n(C)c2cc([N+](=O)[O-])c(N3CCN(C(=O)c4ccccc4Cl)CC3)cc21
  4	5	1548	63*	53	0.9	-1.7	14	1	18	8
28. CC(=O)Nc1ccc(NC(=O)C(C)n2c3ccccc3c3nc(=O)cc(C)n32)cc1 (centres undefined)
  -2	-4	1657	9	93	1.1	-0.41	6	1	-4	-6
29. O=C(COC(=O)c1ccc(Cl)c(S(=O)(=O)N2CCc3ccccc3C2)c1)Nc1ncc(Cl)cc1Cl
  9	-1	1932	22	83	1.1	-0.37	9	1	4	-6
30. CC(C)(C)C(=O)COC(=O)c1ccccc1O
  -9	-2	1463	2	101	1	-0.2	-1	1	-2	4
31. CCOc1ccc2[nH]c(=O)c(CN(Cc3ccco3)C(CC)c3nnnn3Cc3ccccc3)cc2c1 (centres undefined)
  -5	0	1499	7	99	0.8	.	-3	1	9	17
32. Cn1nnc(NC(=O)C(c2ccccc2)c2ccccc2)n1
  11	10	1534	6	98	1	.	-2	1.1	8	-3
33. COc1cccc(-c2nc(N3CCCCC3C)c3ccccc3n2)c1O (centres undefined)
  0	9	1618	-42	138*	0.9	-0.16	2	1	10	8
34. CC(C)(C)Nc1nc(OCC#N)nc(N2CCCCC2)n1
  -1	1	1267	-10	115	1.1	-1.3	-2	1.1	4	-6
35. CC(C)CC(NC(=O)C1CCC(C)CC1)C(=O)NCc1cccnc1 (centres undefined)
  3	3	1379	1	96	1	0.79	-6	1	2	-1
36. O=C(c1csc2ccccc12)N1CCN(c2ccccn2)CC1
  11	1	1587	8	96	0.9	0	4	1	-3	9
37. CCCCNC(=O)c1cc2nc3c(c(C(F)(F)F)n2n1)CCc1ccccc1-3
  10	5	1469	24	88	1	.	6	1	2	-3
38. O=C(NCN1C(=O)C2C3C=CC(C3)C2C1=O)Nc1nccs1 (centres undefined)
  2	5	1506	1	105	0.9	.	-1	1	-5	7
39. CCOC(=O)C1=C(C)NC(SCC(=O)Nc2nc(C)cs2)=C(C#N)C1c1cccs1 (centres undefined)
  0	-4	1391	-4	106	1	-1	-11	1.1	4	0
40. COc1ccc(CCNC(=O)CN(c2cc([N+](=O)[O-])ccc2OC)S(C)(=O)=O)cc1
  4	11	1629	9	98	1	-0.89	4	1.1	-1	3
41. COc1ccc(CSc2nnc(N)s2)cc1F
  3	-1	1518	-1	104	0.9	-0.064	6	1	-7	7
42. Cc1nn(Cc2ccccc2)c(N)c1-c1ccccc1
  4	-2	1477	12	93	1	.	1	1.1	-2	4
43. Cc1c(Br)c([N+](=O)[O-])nn1CC(=O)N1CCN(Cc2ccccc2)CC1
  8	7	1730	14	93	1	-1.2	-3	1	1	5
44. N#CC1=C(N)N(c2ccccc2)C(=O)C1
  2	-1	1682	3	103	1	0.71	6	1	-7	2
45. Cc1occc1-c1nnc(SCC(=O)Nc2ccc(F)cc2)n1Cc1ccccc1
  2	3	1605	13	92	0.8	-0.51	14	1	16	22
46. Cc1ccc(C)c(N(CC(=O)NC2CCCC2)C(=O)CCCC(=O)Nc2ccccn2)c1
  -8	0	1738	2	102	1.1	-1.5	1	1.1	-3	-7
47. CCOC(=O)c1c(NC(=O)/C=C/c2ccc3c(c2)OCO3)sc(C)c1CC
  2	5	1494	2	105	0.9	1.7	4	1	8	8
48. CC1CC(=O)c2cnc(Nc3ccccc3)nc2C1 (centres undefined)
  12	1	1457	1	97	0.9	1.4	4	1	-20	11
49. O=C(Cc1sc(-c2ccccc2)nc1-c1ccccc1)Nc1ccccc1
  8	1	1601	26	82	0.9	0.33	13	1.1	3	12

# Full records, looked up by structure. Order of values: PPARg SRC1 recr, PPARg SRC2 recr, TR-FRET SRC-2 ct, STAT3 blocker, STAT3 activator, bIAP act, ROMK mod, PPARg SRC-3 ag, TNAP act hiacc, STAT1 inh, bIAP inhibitor
# Results for `COc1ccc(CSc2nnc(N)s2)cc1F` = 3, -1, 1518, -1, 104, 0.9, -0.064, 6, 1, -7, 7
# Results for `N#CC1=C(N)N(c2ccccc2)C(=O)C1` = 2, -1, 1682, 3, 103, 1, 0.71, 6, 1, -7, 2

# Among those listed so far, seven have a Cl atom.
# Value order – PPARg SRC1 recr	PPARg SRC2 recr	TR-FRET SRC-2 ct	STAT3 blocker	STAT3 activator	bIAP act	ROMK mod	PPARg SRC-3 ag	TNAP act hiacc	STAT1 inh	bIAP inhibitor
2. O=C(NCc1cccs1)C1CC(=O)N(c2ccc(Cl)cc2)C1 (centres undefined)
  3	2	1414	-9	110	1.1	-0.82	-3	1	-3	-11
9. COc1ccc(S(=O)(=O)N2CCN(Cc3ccc(Cl)cc3)CC2)cc1
  5	-1	1687	-4	107	1	.	-4	1	11	5
13. O=C(Nc1ccccc1)Nc1nnc(CSCc2ccccc2Cl)s1
  4	4	1719	-7	108	0.9	.	-3	1	5	13
23. O=C(Nc1ccccc1N1CCN(C(=O)c2ccc(Cl)cc2)CC1)c1cc2ccccc2o1
  4	16	1722	-48	147*	1	.	2	1.1	2	4
26. Cn1nc(C(F)(F)F)c(/C=N/OC(=O)c2ccccc2)c1Cl
  5	8	1408	-6	114	1	.	4	1	5	-4
27. Cn1c(=O)n(C)c2cc([N+](=O)[O-])c(N3CCN(C(=O)c4ccccc4Cl)CC3)cc21
  4	5	1548	63*	53	0.9	-1.7	14	1	18	8
29. O=C(COC(=O)c1ccc(Cl)c(S(=O)(=O)N2CCc3ccccc3C2)c1)Nc1ncc(Cl)cc1Cl
  9	-1	1932	22	83	1.1	-0.37	9	1	4	-6
